Screening results as filed in PubChem BioAssay.
phage Ecoli inh = growth loss of phage-infected E. coli, primary screen, RecBCD inhibitor project, absorbance, with phage, HTS; inhibition, % at 11.9 µM; 360,000 tested, 0.26% active; AID 651602, 2012; in the data active means inhibition above about 11%
Wnt bcat act = Wnt/beta-catenin pathway activators, primary screen, cell-based, plate reader, single point | Wnt/beta-catenin reporter cell assay, activator | activation, % at 9.35 µM | 300,000 tested, 1.2% active | AID 743398, 2014; in the data active means activation above about 30%, passing the limit was not always enough;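 further: 0% = neutral control wells and 100% = positive control wells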
SR-BI DiI-HDL act = activators of SR-BI mediated DiI-HDL uptake, primary screen, ldlA[mSR-BI] CHO cells, DiI fluorescence | 3 h; 100 = double the neutral-control signal | activation, % at 12.5 µM | 320,000 tested, 0.096% active | AID 504775, 2011;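 active means mean replicate activation of at least 60% and every replicate at or above 60%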;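 further: 0% = median plate neutral-control signal and 100% = twice that signal; values of inactives mirror those of a sister screen read the other way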
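Assay system: CHO ldlA[mSR-BI] cells, LDL receptor-null, SR-BI overexpressing; medium: Ham's F12 with 0.5% BSA, HEPES 25 mM, pH 7.4; also added: DiI-HDL 10 µg/mL; timing: 3 h uptake period with compound, 37 °C; signal: DiI fluorescence, bottom read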
CAL PDZ FP-1 = untagged CAL PDZ binding inhibitors, primary screen, biochemical, fluorescence polarization, HTS; purified CAL PDZ, TMR-peptide fluorescence polarization, 1 h; inhibition, % at 24.9 µM; 300,000 tested, 0.92% active; AID 602252, 2012;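 active means mean inhibition of at least 30% with at least half of replicates also reaching 30%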;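 further: 0% = DMSO neutral control and 100% = excess unlabeled competitor peptide PRC23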
E coli growth = E. coli V3065 growth inhibition, primary screen, counter-screen for AddAB inhibitor project, absorbance, OD600; 330,000 tested, 0.27% active; inhibition, % at 11.9 µM; 18 h; AID 449728, 2010;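 active means inhibition above the campaign's mean inhibition across all tested compounds plus 3 SD, cut at about 9.9% in these data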;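 further: uninfected addAB+ strain grown without phage in ampicillin broth; 0% = DMSO wells and 100% = ciprofloxacin 0.95 µg/ml wells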
Tat export inh = E. coli Tat export inhibitors, primary screen, MC4100, TorA-mCherry reporter, fluorescence, single point. 340,000 tested, 0.036% active. inhibition, % at 10 µM;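 active means mean replicate inhibition at least 50% and at least half of replicates individually reaching 50%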;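 further: exported cargo escapes ClpAP degradation while cytoplasmic cargo is degraded and loses fluorescence; 0% = median of neutral control wells and 100% = median of NaSCN control wells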
MITF act = activators of MITF-driven TRPM1 promoter reporter, primary screen, cell-based, SK-MEL-5, luciferase, single point. SK-MEL-5 TRPM1-promoter luciferase, 24 h; % of positive control, neutral wells = 0. activation, % at 12.5 µM. 300,000 tested, 0.75% active. AID 588334, 2011;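 active means mean activation of at least 80% with every replicate also reaching 80%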;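 further: 0% = neutral control wells and 100% = parthenolide positive control wells; values of inactives mirror those of a sister screen read the other way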
AddAB inh = growth inhibition of E. coli expressing H. pylori AddAB, primary screen, AddAB inhibitor project, absorbance; inhibition, % at 11.9 µM; 330,000 tested, 0.29% active; in the data active means inhibition above about 12%;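 further: 0% = vehicle wells of infected cells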
SR-BI DiI inh = inhibitors of SR-BI mediated HDL lipid uptake, primary screen, ldlA[mSR-BI] cells, fluorescence, single point; ldlA[mSR-BI] CHO cells, DiI-HDL uptake fluorescence, 3 h; inhibition, % at 12.5 µM; 320,000 tested, 0.96% active; AID 488896, 2010;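 active means mean replicate inhibition of at least 70% and a set share of replicates each scoring 70 or more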;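 further: 0% = median of neutral control wells and 100% = median of positive control wells; values of inactives mirror those of a sister screen read the other way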
Target sequence (Q61009 whole entry, looked up): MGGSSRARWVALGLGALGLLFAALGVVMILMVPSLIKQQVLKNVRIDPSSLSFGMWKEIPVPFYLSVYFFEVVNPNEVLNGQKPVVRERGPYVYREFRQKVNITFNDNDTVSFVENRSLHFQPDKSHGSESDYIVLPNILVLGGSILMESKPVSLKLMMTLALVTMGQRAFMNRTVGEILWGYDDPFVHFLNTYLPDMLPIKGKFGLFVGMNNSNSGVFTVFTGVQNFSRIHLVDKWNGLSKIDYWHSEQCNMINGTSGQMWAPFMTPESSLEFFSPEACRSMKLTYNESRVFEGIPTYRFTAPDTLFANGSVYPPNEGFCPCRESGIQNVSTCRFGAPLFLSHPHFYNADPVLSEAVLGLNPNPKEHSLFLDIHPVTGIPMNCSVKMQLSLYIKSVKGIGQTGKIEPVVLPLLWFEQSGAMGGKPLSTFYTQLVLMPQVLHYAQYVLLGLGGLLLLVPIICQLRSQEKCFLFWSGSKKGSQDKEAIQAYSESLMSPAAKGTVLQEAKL
CAL PDZ FP-2 = CAL PDZ peptide-binding inhibitors, primary screen, biochemical, fluorescence polarization, Cer-tagged CAL PDZ, HTS; purified CAL PDZ, TMR-peptide fluorescence polarization, 1 h; 330,000 tested, 0.02% active; AID 504414, 2011; inhibition, % at 20 µM; Golgi-associated PDZ and coiled-coil motif-containing protein (Homo sapiens), Q9HD26;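 active means highest replicate inhibition of at least 40%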;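 further: plate controls were DMSO neutral control wells for no effect and unlabeled competitor peptide control wells for full effect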
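material = purified tagged CAL PDZ domain construct (CerCALP) | buffer or medium = sodium phosphate/NaCl buffer pH 7.4 with TCEP, IgG, Thesit | reagent = TMR-labelled reporter peptide T*-PRC34 bound in PDZ groove | incubation = 1 h room-temperature incubation prior to read | measured by = fluorescence polarization (mP) | evaluation = percent inhibition from loss of millipolarization | control set = unlabelled peptide and DMSO controls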
* hit, by the source's call; x = no result given.

SMILES	phage Ecoli inh	Wnt bcat act	SR-BI DiI-HDL act	CAL PDZ FP-1	E coli growth	Tat export inh	MITF act	AddAB inh	SR-BI DiI inh	CAL PDZ FP-2
CCOc1ccccc1N1CCN(Cc2ccco2)CC1	2.6	6	21	-2	-0.3	-6	6	1.6	-21	-0.4
CCCSc1nc(-c2ccccc2)cc(C(F)(F)F)c1C#N	x	-1	-19	0	0.3	-2	-19	0.2	19	-2.7
OCc1c(Cl)nc2ccccn12	1.4	0	25	5	-1.0	-5	-6	-0.3	-25	-2.1
COc1ccc(CNC(=O)CCc2ccc(S(=O)(=O)N3CCCCCC3)cc2)cc1	0.4	2	-17	-3	-2.5	8	x	-4.1	17	-0.1
COc1ccc(OCC(NS(=O)(=O)c2ccc(-n3cnnn3)cc2)C(C)C)cc1 (centres undefined)	0.5	-1	10	0	0.3	-2	2	1.1	-10	-0.6
Cc1ccc(CCNC(=O)CCn2ccc3cc(S(=O)(=O)N4CCCC4)ccc32)cc1	1.6	-2	-19	x	-1.2	-2	-11	2.1	19	-0.2
CCCCC(=O)Nc1ccc(C(=O)NNC(=O)c2ccc(C)c(Br)c2)cc1	0.6	-8	-20	-1	0.3	0	-3	1.5	20	0.5
COC(=O)C(C)N(C(=O)c1ccc(Cl)cc1)c1c(C)cccc1C (centres undefined)	2.1	x	6	-1	2.0	1	-5	2.0	-6	-2.8
COc1ccc(CC2(CO)CCN(Cc3cccc4nccnc34)CC2)cc1	5.2	-1	7	2	0.7	-2	2	4.2	-7	-0.2
CCCCNc1nnc(SCC(=O)N2CCN(S(=O)(=O)c3ccc4ccccc4c3)CC2)s1	4.3	-11	-16	-3	-0.5	6	-9	3.0	16	-1.9
CC(=O)c1sc(-c2ccccc2)cc1N	4.1	16	-20	-3	-1.1	-4	x	-0.2	20	0.3
Fc1ccc(F)c(CNc2ncnc3cc(Cl)ccc23)c1	2.5	0	-2	-6	0.9	-9	-23	1.9	2	-3.1
Cc1cc(NC(=O)CC(C)C)c(=O)n(Cc2ccccc2F)c1	0.9	0	12	-2	-0.5	-1	x	-1.2	-12	-0.9
CCOC(=O)c1c(NC(=O)c2ccc(S(=O)(=O)N3CCOCC3)cc2)sc2c1CCN(C)C2	4.1	-2	-19	-2	-2.1	2	10	-1.0	19	-2.6
Cc1ccc(S(=O)(=O)/N=C(/Nc2ccc(F)cc2F)c2ccccc2)cc1	1.1	0	8	-2	0.8	-5	-1	0.6	-8	-2.3
COC(=O)Cc1c(C)c2cc(Cl)c(OC(=O)c3ccco3)cc2oc1=O	2.0	x	-4	-1	0.8	-5	5	3.9	4	-1.5
O=C(CSc1ccsc1[N+](=O)[O-])NCCc1ccccc1	3.5	x	2	-1	3.1	4	-16	3.8	-2	-0.9
O=C1CCC(/C=C/c2ccccc2)=NN1Cc1ccccc1Cl	2.9	x	23	-1	0.3	-1	-3	3.2	-23	-0.1
NC(=O)C1CC(=O)N(c2ccc(OCc3ccc(Cl)cc3Cl)cc2)C1 (centres undefined)	1.6	2	8	-1	-1.4	0	30	0.8	-8	-2.9
COc1ccc(C2c3ccc(O)cc3Oc3ncn(CCCO)c(=N)c32)cc1OC (centres undefined)	2.2	2	-5	3	-2.8	-4	-4	-1.0	5	0.0
N#CC1=C(N)C(C#N)(C#N)C(c2cccnc2)C2COCC=C12 (centres undefined)	-1.1	-6	-1	-2	-1.3	-4	x	1.8	1	-2.7
CCCCCCCCCCC[C@@H](C[C@@H]1OC(=O)[C@H]1CCCCCC)OC(=O)[C@H](CC(C)C)NC=O	4.4	-12	-6	-5	2.6	0	12	-0.1	6	0.0
Cc1nc2nc(COc3ccccc3)nn2c(C)c1Cl	2.6	0	-10	x	1.1	-6	x	1.2	10	-0.2
Cc1cccc(N2CCN(C(=O)n3ccnc3)CC2)c1C	0.5	-2	18	3	-2.2	-2	-11	-0.6	-18	0.3
COC(=O)c1cc(C(=O)OCC(=O)NC2CCS(=O)(=O)C2)cc([N+](=O)[O-])c1 (centres undefined)	-0.6	0	4	-5	-0.2	-7	1	-0.3	-4	-1.7
Cc1ccccc1-n1c(SCc2ccccn2)nc2n[nH]c(C)c2c1=N	1.1	x	7	-1	0.4	4	1	2.9	-7	-2.3
O=C(COC(=O)c1cc(-c2ccccc2)nc2ccccc12)NCC1CCCO1 (centres undefined)	1.2	-1	17	0	-0.8	5	8	0.2	-17	-2.0
CC1=C(C(=O)Nc2ccccc2C)C(c2cccs2)NC(=S)N1 (centres undefined)	3.0	x	32	0	1.4	-13	-5	1.6	-32	-0.2
COc1cc(COCC(O)CN2CCCCC2C)cc(OC)c1OC (centres undefined)	3.0	2	2	-4	2.5	-9	x	-0.2	-2	-1.2
COc1ccc(C(=O)/C=C/c2ccc(OC)c(COc3ccc(F)cc3)c2)cc1	3.1	2	-37	-4	0.7	0	-5	-0.1	37	-3.4

Entries from the list above containing two or more sulfur atoms, in the order listed:
SMILES	phage Ecoli inh	Wnt bcat act	SR-BI DiI-HDL act	CAL PDZ FP-1	E coli growth	Tat export inh	MITF act	AddAB inh	SR-BI DiI inh	CAL PDZ FP-2
CCCCNc1nnc(SCC(=O)N2CCN(S(=O)(=O)c3ccc4ccccc4c3)CC2)s1	4.3	-11	-16	-3	-0.5	6	-9	3.0	16	-1.9
CCOC(=O)c1c(NC(=O)c2ccc(S(=O)(=O)N3CCOCC3)cc2)sc2c1CCN(C)C2	4.1	-2	-19	-2	-2.1	2	10	-1.0	19	-2.6
O=C(CSc1ccsc1[N+](=O)[O-])NCCc1ccccc1	3.5	x	2	-1	3.1	4	-16	3.8	-2	-0.9
CC1=C(C(=O)Nc2ccccc2C)C(c2cccs2)NC(=S)N1 (centres undefined)	3.0	x	32	0	1.4	-13	-5	1.6	-32	-0.2

(continued)
SMILES	phage Ecoli inh	Wnt bcat act	SR-BI DiI-HDL act	CAL PDZ FP-1	E coli growth	Tat export inh	MITF act	AddAB inh	SR-BI DiI inh	CAL PDZ FP-2
Cc1ccc(OCCCCN2CCCCC2)c(Br)c1	1.6	x	-3	-3	-0.7	-6	-18	2.5	3	-2.3
O=C1C2CC=CCC2C(=O)N1c1nc2n(n1)C(c1ccccc1)CC(c1ccccc1)N2 (centres undefined)	4.6	x	5	-2	-4.5	5	0	-0.6	-5	-0.2
CCOc1cc(/C=N\n2nnnc2N)ccc1O	2.1	-1	x	-3	-1.5	-15	-11	2.9	x	0.0
COc1ccc(C(=O)/C=C/c2ccc(OC)c(Cn3nnc4ccccc43)c2)cc1	2.2	-7	-1	-3	-0.6	-3	-24	2.7	1	-1.8
COc1ccc(/C(O)=C2\C(=O)C(=O)N(c3cc(C)on3)C2c2ccc(OC)c(OC)c2)cc1OC (centres undefined)	2.2	x	39	-5	1.7	-1	3	2.3	-39	-2.5
Cc1nonc1NC(=O)CSc1nnc(-c2ccoc2C)n1C	1.1	0	3	0	-1.5	1	4	-0.2	-3	x
COC(=O)c1cc2c(ccn2-c2ccc(F)cc2)n1Cc1cccc(OC)c1	1.5	-1	-62	x	0.0	0	17	0.8	62	-2.9
CC(C)NC(=S)N1CCC(Cc2ccccc2)CC1	2.6	-2	-4	6	-1.1	0	0	3.0	4	-0.7
COC(=O)c1nc(NC(=O)C(C)(C)C)n[nH]1	0.3	-2	29	-3	-3.4	2	0	-3.3	-29	-3.1
CC(C)(C)OC(=O)N1CCC[C@H]1C(=O)NCc1ccc(Cl)cc1Cl	1.9	-1	1	-3	-1.4	0	4	1.7	-1	-1.3
COC(=O)c1[nH]c2ccc(Br)cc2c1NC(=O)CN1CCCc2ccccc21	0.3	-8	-46	-1	0.5	5	-23	-1.1	46	-2.2
COc1ccc(C(=O)N2CCCCCC2)cc1OC1CCN(C(C)C)CC1	0.7	3	21	0	0.5	-5	9	0.6	-21	-1.0
COc1ccccc1NC(=O)CSc1nnc(-c2ccoc2C)n1C	3.5	0	-4	-6	1.6	0	-2	2.3	4	-2.3
CCC(CC)C(=O)Nc1cccc(C(=O)N2CCCC2)c1	2.2	0	4	-3	2.4	6	-5	1.1	-4	-1.9
COc1ccc2c(c1)c(C(=O)CN1CCN(C(=O)c3ccco3)CC1)c(C)n2C	-1.0	x	12	-2	-1.2	0	-6	2.3	-12	-0.6
O=C(c1ccc(-c2nc3ccccc3s2)s1)N1CCOCC1	2.9	-7	x	x	-1.4	x	x	-1.2	x	x
O=[N+]([O-])c1ccc(O)c(C(C#Cc2ccccc2)N2CCOCC2)c1 (centres undefined)	0.0	29	-2	0	-0.3	-2	5	2.4	2	-1.9
Cc1ccc2c(c1)c(C)c(C)n2CC(O)CN1CCCCC1C (centres undefined)	2.6	-2	4	-6	-1.5	9	0	2.5	-4	0.5
COc1cccc(C(=O)N2CCN(S(C)(=O)=O)CC2)c1	1.1	2	-5	0	-1.3	3	-5	-1.4	5	6.1
COc1cccc(OCCNc2ccc([N+](=O)[O-])cn2)c1	3.0	2	-8	-3	3.5	14	12	4.0	8	0.2
CN(CC(=O)Nc1ccc(F)c(F)c1F)C(=O)C1CCCCC1	1.7	3	17	x	-1.5	-2	-7	2.0	-17	-0.4
CCn1c(SCC(=O)NCC2CCCO2)nnc1-c1c[nH]c2ccccc12 (centres undefined)	3.0	0	-13	-6	1.2	-1	-10	1.6	13	-0.6
CCCCc1nc(SCC(=O)Nc2nnc(C(C)C)s2)n[nH]1	1.4	2	8	-2	-1.0	0	1	2.7	-8	-2.1
O=C1c2cccc3cccc(c23)C(=O)N1CCN1CCN(C(=S)Nc2ccccc2)CC1	2.0	x	-72	-4	-2.4	-7	-1	-2.0	72*	-2.3
Cc1ccc(-n2nc(C)cc2Nc2ncc(Cl)cc2Cl)cc1	1.5	0	-82	2	0.5	-2	-25	2.7	82*	-0.6
COc1ccc(S(=O)(=O)N2CCOC2CNC(=O)C(=O)NCc2ccc3c(c2)OCO3)cc1 (centres undefined)	0.9	-2	18	0	1.5	3	4	-0.3	-18	-2.7
CN1CCN(Cc2ccc(-c3ccc(Cl)cc3)o2)CC1	x	-2	6	x	1.8	2	33	1.4	-6	0.3
O=C(C1CC(c2ccc(F)cc2)=NO1)N1CCCCC1 (centres undefined)	1.9	18	0	-7	3.2	-6	55	3.4	0	-0.5
CCCCCn1c(N)c(-c2nc3ccccc3o2)c2c([N+](=O)[O-])nn(CC)c(=O)c21	0.8	-2	5	-2	1.7	1	-14	3.8	-5	0.2
O=C(OC1CCCCC1=O)c1cc(Cl)ccc1[N+](=O)[O-] (centres undefined)	3.6	0	-3	3	-3.9	7	2	0.9	3	x
CC(=O)O[C@H]1CC[C@@]2(C)C(=CC[C@H]3[C@@H]4CC[C@H](C(C)=O)[C@@]4(C)CC[C@@H]32)C1	-0.8	-2	2	-3	-1.5	-5	12	-2.5	-2	-1.4
